Source: PubChem (several laboratories)
Vc quorum ag: inducers of Vibrio cholerae quorum light production without autoinducers, primary screen, BH1578 luxS cqsA deficient, single point. V. cholerae BH1578 lux reporter, luminescence, 6 h. activation, % at 18.7 µM. 350,000 compounds, 0.16% hits; in the data active = activation mostly above about 9.7%, no sharp cut-off; inconclusive = no clear call, values can overlap the other calls; inactive = mostly below about 3.7%; also: not every result past the cut was called active; inactives centre near 0; reference of the scale not given here
BoNT-A LC inh2: BoNT/A light chain protease inhibitors, primary screen, biochemical, flow cytometry, MLPCN library | inhibition, % at 10 µM | 360,000 compounds, 0.17% hits | Botulinum neurotoxin type A light chain protease (Clostridium botulinum A str. ATCC 3502) | multiplex microsphere protease substrate cleavage | AID 588499, 2011; also: plate controls were buffer without enzyme for full effect and enzyme alone for no effect
SSB-PriA inh: inhibitors of Klebsiella pneumoniae PriA binding to SSB C-terminal tail, primary screen, biochemical, AlphaScreen; PriA–SSB C-terminal tail interaction (Klebsiella pneumoniae); AlphaScreen SSBct-PriA binding, biotinylated peptide; inhibition, % at 33 µM; 430,000 compounds, 0.6% hits; AID 1272365, 2023; in the data active = inhibition mostly above about 37%, no sharp cut-off; inactive = mostly below about 20%;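 also: plate controls were negative control peptide for no effect and reference peptide for full effect; strong numbers were not always called active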
PrPC surface inh: inhibitors of human cell surface prion protein PrPC, primary screen, cell-based, TR-FRET | 370,000 compounds, 0.43% hits | inhibition, % at 13.8 µM | TR-FRET read-out; in the data active = inhibition above about 24%; also: 0% = median of the test wells and 100% = reference compound wells
SARS 3CLpro inh: SARS-CoV 3CLpro protease inhibitors, primary screen, biochemical, quenched FRET | inhibition, % at 6 µM | Replicase polyprotein 1ab (Severe acute respiratory syndrome coronavirus), P0C6X7 | 290,000 compounds, 0.14% hits | AID 1706, 2009 | recombinant SARS-CoV 3CLpro, quenched FRET peptide cleavage; in the data active = inhibition above about 12%
Anthrax LF inh2: Bacillus anthracis LF protease inhibitors, primary screen, biochemical, multiplex microsphere, MLPCN library. Lethal factor (Bacillus anthracis), P15917. multiplex microsphere protease cleavage assay. inhibition, % at 10 µM. 360,000 compounds, 0.12% hits. AID 588501, 2011; also: plate controls were buffer without enzyme for full effect and enzyme alone for no effect
Y pestis TopoI: Yersinia pestis topoisomerase I inhibitors, primary screen, biochemical, cleavage product accumulation, plate reader, single point. activity, % at 10 µM. 360,000 compounds, 0.064% hits. Y. pestis Topo-I cleavage product accumulation. AID 504884, 2011; in the data active = activity above about 50%, passing the limit was not always enough; inconclusive = no clear call, values can overlap the other calls; also: inactives centre near 2
PfHsp40 rescue: rescue of yeast from PfHsp40 toxicity, primary screen, S. cerevisiae, ATP luminescence. S. cerevisiae expressing PfHsp40, growth rescue. growth rescue, % at 12.5 µM. 340,000 compounds, 0.68% hits; in the data active = growth rescue above about 28%, passing the limit was not always enough; inconclusive = no clear call, values can overlap the other calls;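 also: yeast W303a lacking pdr1 and pdr3 grown in galactose medium; growth measured after three days at 30 °C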
TcdB inh: TcdB glycohydrolase inhibitors, primary screen, biochemical, single point, plate reader. TcdB glycohydrolase enzymatic assay. Toxin B (Clostridioides difficile), P18177. inhibition, % at 9.99 µM. 350,000 compounds, 0.24% hits; in the data active = inhibition above about 10%
The depositor's hits bear a star; i = inactive; u = inconclusive; x = no result given; & = joins results of further samples. Rule as the data show it, unless noted: active = inhibition above about 30%; inconclusive = no clear call, values can overlap the other calls; inactive = below that. The list is partial; the hit share may differ from the screen's.

SMILES	Vc quorum ag	BoNT-A LC inh2	SSB-PriA inh	PrPC surface inh	SARS 3CLpro inh	Anthrax LF inh2	Y pestis TopoI	PfHsp40 rescue	TcdB inh
NS(=O)(=O)c1ccc(O)c(NC(=O)c2ccc([N+](=O)[O-])cc2)c1	2.3	-1.0	-1	-45	-1	-2	-4	-1.0	0.4
Cc1cc(C)nc(NN2C(=O)/C(=C/c3ccc(O)cc3)SC2=S)n1	i	3.4	14	x	2	6	2	1.2	3.4
Cc1cccc(NC(=S)N(c2ccccc2)C(C)C)c1C	-0.2	-0.1	-8	-3	1	0	2	-2.7	0.4
O=[N+]([O-])c1cccnc1SCc1ccccc1	-0.5	-0.1	48*	-11	1	4	-11	0.4	-11
C[C@H](O)[C@@]1(O)CC[C@H]2[C@@H]3CC[C@@H]4C[C@H](O)CC[C@]4(C)[C@H]3CC[C@@]21C	-0.2	-0.4	-6	-6	x	1	13	3.5	-1.2
CC1(C)CC(=O)C=C(NCCN2CCN(C(=S)Nc3ccccc3)CC2)C1	-0.9	1.5	-13	-9	1	13	0	20	1.0
CCN1CCN(C(=S)Nc2ccc([N+](=O)[O-])cc2)CC1	-0.6	-0.6	1	-9	-3	-3	-7	-1.2	x
CCOc1ccc(C(=O)N2CCc3cc(OC)c(OC)cc3C2)cc1OCC	i	0.4	-1	2	0	1	2	0.5	x
COc1cc(/C=N/NC(=O)c2ccc3c(c2)OCCO3)cc(Br)c1O	-0.2	0.0	x	1	-5	-2	-7	1.9	-1.1
CC(=O)N1CCN(C(=O)c2cc3ccccc3o2)CC1	-0.3	-4.7	0	-3	-3	8	0	0.4	3.9
CCOC(=O)c1c(NC(=O)CCCN2CCOCC2)sc2c1CC(C)(C)OC2	-1.3	0.3	-4	3	-2	1	-9	-0.2	x
COc1ccccc1C(=O)COC(=O)COc1cccc2c1OC(C)(C)C2	-0.2	-0.3	-33	4	-3	-3	34	1.1	0.2

Taken from above:
For Anthrax LF inh2, O=[N+]([O-])c1cccnc1SCc1ccccc1 shows 4
For PfHsp40 rescue, NS(=O)(=O)c1ccc(O)c(NC(=O)c2ccc([N+](=O)[O-])cc2)c1 shows -1.0
For Y pestis TopoI, CCN1CCN(C(=S)Nc2ccc([N+](=O)[O-])cc2)CC1 shows -7
For Y pestis TopoI, Cc1cc(C)nc(NN2C(=O)/C(=C/c3ccc(O)cc3)SC2=S)n1 shows 2

Further compounds.
SMILES	Vc quorum ag	BoNT-A LC inh2	SSB-PriA inh	PrPC surface inh	SARS 3CLpro inh	Anthrax LF inh2	Y pestis TopoI	PfHsp40 rescue	TcdB inh
Cc1[nH]c2ccc(-c3n[nH]c(=S)n3-c3ccc(Br)cc3)cc2c1C	-1.6	-0.8	-13	7	4	0	4	-1.0	-1.7
C/C(Cc1ccccc1)=N\NC(=O)CNC(=O)c1cccc(F)c1	-0.3	-1.5	x	-1	8	-3	6	1.5	-0.4
CN(C)CCCOc1ccc(-c2cccc3nncn23)cn1	-0.2	-0.4	x	-6	x	3	-1	x	1.3
COc1ccc(CCNC(=O)CSc2nnnn2-c2ccc(OC)c(OC)c2)cc1OC	i	-1.1	-3	-1	7	9	-2	-1.2	0.8
Cc1ccc2ncnc(Nc3ccccc3)c2c1	i	1.8	2	6	5	-2	-3	-0.2	1.5
CCOC(=O)/C(N=O)=C(\O)C1CCN(C(=O)OCC)CC1	i	-0.7	x	-1	2	0	3	-0.3	x
CCOc1ccc(NC(=O)c2ccc3c(c2)N(C)CCS3)cc1	-0.8	-0.4	x	8	x	-3	-2	x	1.4
Cc1nc(SCC(=O)c2ccc(Cl)cc2)c([N+](=O)[O-])[nH]1	i	u	-10	3	6	-2	1	-1.4	x
Fc1ccc2nc(N3CCOCC3)sc2c1	-0.2	-0.2	-5	5	3	-2	2	5.0	1.4
CC(C)CC1Nc2ccc(C(=O)NCCCN3CCCCC3C)cc2NC1=O (stereo unspecified)	1.0	0.6	3	-14	-5	1	-1	0.3	0.0
COC(=O)N/N=C/c1ccc(-c2ccc(Cl)cc2Cl)o1	-0.7	-5.9	i	-5	3	3	5	-1.2	-1.7
O=C(O)CCCn1cc(NC(=O)COc2ccc([N+](=O)[O-])cc2)cn1	0.5	-0.8	-4	-3	8	-3	-2	0.8	2.4
O=C(O)C(Cc1ccccc1)N1C(=O)/C(=C/c2cccnc2)SC1=S (stereo unspecified)	-0.4	-0.7	-6	-3	7	-4	-10	-0.1	-2.1
O=C(Nc1ccc(Cl)cc1N1CCOCC1)C1CC1	-3.6	2.0	-10	2	0	-1	9	-0.4	-1.6
CCCC(NC(=O)c1ccc(Br)o1)c1nc2ccccc2[nH]1 (stereo unspecified)	i	-1.7	-1	1	x	5	2	-0.7	1.2
Cc1nc(SCC(=O)NCC(F)(F)F)c2c(-c3cccs3)csc2n1	-0.2	0.1	-4	2	1	-2	0	-0.4	-0.6
O=C(NCCc1ccccc1)C(=O)c1c(-c2ccccc2)cc2ccccn12	-0.3	0.9	14	-5	2	-2	19	-1.3	x
COC(=O)N/N=C(\C)c1ccc(OC(F)F)cc1	-0.3	0.0	x	3	-4	1	-7	1.3	0.7
Cc1c(-c2ccccc2)n(O)[n+]([O-])c1-c1ccccc1	i	0.1	x	-3	x	-8	9	x	0.7
CC(=O)Nc1ccc2c(c1)C(N1CC3CCC(CC3)C1)c1ccccc1-2 (stereo unspecified)	i	-0.7	-5	-7	x	-2	-7	2.1	0.6
OCCC1CN(Cc2cnn(-c3ccc(F)cc3)c2)CCN1Cc1ccsc1 (stereo unspecified)	-0.3	-0.9	1	-7	-1	-2	1	-0.1	-1.1
COc1ccccc1-c1ccc(Nc2cccc(C(F)(F)F)c2)nn1	-0.6	1.1	-10	-4	2	-1	11	-0.3	x
CCOCCCNC(=S)N1CCC(NC(=O)c2ccco2)CC1	i	-1.0	-9	12	6	-4	0	-0.5	-5.0
O=C(NCc1ccco1)C(=O)NCC1OCCCN1S(=O)(=O)c1ccc(Cl)cc1 (stereo unspecified)	-0.3	-0.1	-7	-1	2	1	0	0.7	0.2
Cc1cc(C)c(Cn2cnc(-c3ccc([N+](=O)[O-])cc3)c2)c(C)c1	i	1.6	50*	5	3	-3	34	1.5	0.7
CCOc1ccc(C(=O)Cn2cnnc2C#N)cc1	0.6	-0.8	-9	2	-4	-1	4	0.3	1.1
COc1ccc(CCNC(=O)c2ccc3c(c2)N(Cc2ccccc2)CCS3)cc1OC	i	-0.4	0	8	0	-2	30	-0.1	-0.1
CCN(CC(=O)Nc1ccccc1C(F)(F)F)C(=O)CCS(=O)(=O)c1ccc(Cl)cc1	-10	-1.6	3	3	x	2	-5	-0.5	-2.5
CC(=O)c1cc(NC(=O)c2ccccc2)c(=O)oc1C	-0.2	-0.9	-25	7	-3	0	6	0.0	-0.1
COc1ccc(CNC(=O)CCSCc2ccccc2Cl)c(OC)c1	-2.2	0.0	-9	1	10	-2	37	-0.4	0.7
CCOC(=O)CSc1nc2c(cnn2-c2ccc(F)cc2)c(=O)[nH]1	-0.8	-5.6	6	6	-1	-10	-3	-0.7	0.1
CCCN(CC(=O)Nc1ccccc1OC)CC(=O)c1c(N)n(Cc2ccccc2)c(=O)n(C)c1=O	i	-1.0	-18	-7	x	3	7	-1.4	1.2
O=C(O)CCC(=O)c1ccc2c(c1)OCCCO2	i	-0.5	-7	-6	-1	-5	3	-0.7	x
OC[C@@H]1CN(CCN2CCOCC2)C[C@H](n2cnc3c(Nc4ccccc4)ncnc32)O1	-0.2	-0.1	x	-6	x	-1	7	x	1.9
COc1ccc(CNC(=O)C(C)Sc2ccc(S(=O)(=O)N3CCOCC3)cn2)cc1 (stereo unspecified)	-2.3	1.4	-2	-4	x	2	-1	-0.7	0.8
CCCn1nc(C(=O)NNC(=O)Cc2ccc(S(=O)(=O)N3CCOCC3)s2)c2ccccc2c1=O	2.9	u	-5	5	x	u	-1	-0.5	-0.3
COC(/C(C)=C/C=C/C(C)=C/c1coc(C)n1)C(C)C1CC(O)C2(C)OC2C=CC(C)C2CC(CC(=O)O2)CC2OC2C(=O)O1 (stereo unspecified)	5.6	0.1	-11	3	x	1	34	-1.6	-5.7
COc1ccc(/C=C/C(=O)Nc2ccccc2C(=O)NCC(c2ccc(OC)cc2)N(C)C)cc1 (stereo unspecified)	-0.3	-2.6	10	7	-1	1	2	2.0	-0.9
Cc1cccc(NC(=S)N(CCN2CCOCC2)Cc2cc3cc4c(cc3[nH]c2=O)OCCO4)c1	-0.4	0.8	6	-5	-4	7	15	0.3	1.8
Cc1cccc(N(C)S(=O)(=O)c2csc(C(N)=O)c2)c1	i	-2.4	4	0	8	-6	1	-3.2	0.4
CCc1ccc(-c2csc(NC(=O)c3cccnc3)n2)cc1	-0.7	-0.9	-8	12	-1	-2	19	0.6	x
O=[N+]([O-])c1cc2c(cc1/C=N/NS(=O)(=O)c1ccc(Br)cc1)OCO2	-0.5	-0.6	x	-18	-1	-6	-1	-0.1	-1.2
Cc1ccc(NC(=O)CSCc2n[nH]c(=O)[nH]2)c(Br)c1	0.1	-0.7	-9	5	-2	-2	2	-1.1	0.8
C[n+]1c2n(c3ccccc31)N=C(c1ccccc1)CS2	-0.2	-0.6&-0.7	2	-8&-9	6&3	-5&3	2&2	0.2&-0.2	-2.2
O=C1CC(c2ccccc2F)C2=C(COC2=O)N1 (stereo unspecified)	-0.2	-1.1	7	1	4	-8	-3	1.5	0.5
COc1cc(O)oc1C=Nc1ccc(C(=O)O)cc1	-0.2	0.1	-1	-7	2	0	2	0.5	x
CNC(=O)COC(=O)c1c2c(nc3ccccc13)CCC2	-0.5	0.6	-15	2	2	-4	19	-0.3	0.3
O=c1cc(CO)oc(C(Nc2ccccn2)c2ccccc2F)c1O (stereo unspecified)	-0.2	3.7	-10	-4	-2	8	-10	-0.2	-6.8

As a working copy, two of the compounds above:
SMILES	Vc quorum ag	BoNT-A LC inh2	SSB-PriA inh	PrPC surface inh	SARS 3CLpro inh	Anthrax LF inh2	Y pestis TopoI	PfHsp40 rescue	TcdB inh
Cc1cccc(N(C)S(=O)(=O)c2csc(C(N)=O)c2)c1	i	-2.4	4	0	8	-6	1	-3.2	0.4
CCc1ccc(-c2csc(NC(=O)c3cccnc3)n2)cc1	-0.7	-0.9	-8	12	-1	-2	19	0.6	x

(next part)
SMILES	Vc quorum ag	BoNT-A LC inh2	SSB-PriA inh	PrPC surface inh	SARS 3CLpro inh	Anthrax LF inh2	Y pestis TopoI	PfHsp40 rescue	TcdB inh
CCOc1nc2cnccc2n(CC(=O)Nc2cccc(C)c2)c1=O	-0.2	0.9	0	12	-7	4	0	-2.2	0.8
Cc1nnc(Cl)c2nn(-c3ccccc3)c(C)c12	-3.1	-0.9	-16	-2	5	-7	6	-0.6	-0.6
O=c1oc2cc(O[C@@H]3OC[C@@H](O)[C@H](O)[C@H]3O)ccc2c2ccccc12	-1.2	-0.5	0	8	-4	4	-1	x	1.4
OC1CN=C2Sc3ccccc3N2C1 (stereo unspecified)	i	-1.3	-6	3	5	-2	7	-0.9	x
CCOc1cc(/C=C/C(=O)OCC(=O)NCCN2C(=O)CSC2=O)ccc1OCC(C)C	0.7	-1.1	3	-2	x	-13	13	1.1	1.0
Cn1c(=O)oc2cc(S(=O)(=O)CCC(=O)N3CCN(c4ccccc4)CC3)ccc21	-0.4	0.0	-13	0	-7	4	4	0.1	1.8
Cc1cc(C)cc(OCc2ccc(C(=O)NC3CCOC3=O)o2)c1 (stereo unspecified)	-0.6	0.1	-12	-8	5	-3	6	u	-1.1
Cc1ccc(CN2C(=O)[C@H]3Cc4c([nH]c5ccccc45)C(C)(C)N3C2=O)cc1	i	0.2	-9	3	x	-9	-16	11	1.0
